hERG rescue: compounds protecting human hERG from proarrhythmic drug block; CHO-hERG, FluxOR thallium flux, dofetilide IC70 present; activation (rescue from dofetilide block), less the hit threshold, % at 10 µM; 310,000 tested, 0.51% active;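 active means activation above the mean of controls blocked by dofetilide plus 5 SD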;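 further: thallium influx through hERG after potassium depolarization seen as dye fluorescence rise; in these data hits start at about 4.7%; inactives centre near -7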
KCNK3 inh: human KCNK3 channel inhibition, primary screen. O14649. CHO-KCNK3 thallium flux, FluxOR fluorescence; hits give low values. B-score at 10 µM. 340,000 tested, 0.84% active;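 active means B-score under library mean minus 4 SD, starting fluorescence ratio at most library mean plus 5 SD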;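 further: more negative B-score means stronger inhibition of thallium flux through KCNK3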
Target sequence (O14649 whole entry, looked up): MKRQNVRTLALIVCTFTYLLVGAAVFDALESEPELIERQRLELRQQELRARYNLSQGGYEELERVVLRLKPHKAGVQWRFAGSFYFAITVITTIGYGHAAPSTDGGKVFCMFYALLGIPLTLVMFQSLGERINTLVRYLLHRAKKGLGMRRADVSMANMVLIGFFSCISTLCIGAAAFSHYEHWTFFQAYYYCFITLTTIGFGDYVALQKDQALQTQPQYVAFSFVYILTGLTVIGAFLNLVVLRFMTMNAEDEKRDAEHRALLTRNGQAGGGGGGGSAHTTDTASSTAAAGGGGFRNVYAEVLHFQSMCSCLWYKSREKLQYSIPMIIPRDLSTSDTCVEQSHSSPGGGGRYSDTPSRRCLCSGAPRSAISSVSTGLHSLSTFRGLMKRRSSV
KCNK9 inh: inhibitors of human KCNK9 two-pore domain potassium channel; Q9NPC2; HEK293 KCNK9, FluxOR thallium flux fluorescence; hits give low values; B-score at 10 µM; 310,000 tested, 1.2% active; AID 488922;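 active means ratio B-score over 3 SD below the library mean, with starting fluorescence within 5 SD of its mean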;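 further: negative B-score means less thallium flux so channel inhibition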
SKKanGAS inh: SKKanGAS growth inhibition; inhibition, % at 7.5 µM; S. pyogenes SKKanGAS, kanamycin growth, BacTiter-Glo, 6 h; 300,000 tested, 1.3% active;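 active means mean replicate score, as percent of positive control median, at least 50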;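 further: strain carries kanamycin resistance gene driven by streptokinase promoter and grows in 40 µg/ml kanamycin; loss of luminescence reflects streptokinase promoter inhibition or plain growth inhibition; 0% = median of DMSO wells and 100% = positive control at its reference dose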
TMEM16A act: activators or potentiators of mouse TMEM16A chloride channel; Q8BHY3; HEK293 TMEM16A/YFP-H148Q/I152L, iodide quench fluorescence; hits give low values; B-score at 10 µM; 340,000 tested, 0.3% active;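 active means fluorescence-ratio B-score plate-corrected deviation score at least 3 library SD below zero, with starting fluorescence score within 5 deviations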;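 further: channel opened by trigger with iodide after compound preincubation; score built on the fluorescence ratio of max minus min over baseline; more negative score means more quench and so TMEM16A activation or potentiation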
KCNQ1 inh: human KCNQ1 channel inhibition. P51787. CHO-K1 KCNQ1, FluxOR thallium flux fluorescence; hits give high values. B-score at 10 µM. 310,000 tested, 1.3% active. AID 2642;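 active means compounds whose thallium flux B-score, printed positive for inhibition, exceeds three library SD while starting fluorescence stays within three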;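 further: channel opened by potassium depolarization with thallium stimulus after 20 min compound exposure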
TMEM16A inh: inhibitors of mouse TMEM16A calcium-activated chloride channel. normalized B-score (activity score, 25-100; higher = stronger inhibition) at 10 µM. 310,000 tested, 1.2% active. AID 588511. HEK293 TMEM16A/YFP iodide influx fluorescence, ionomycin;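 active means ratio plate-corrected score three or more library SD toward inhibition, starting fluorescence score within five deviations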;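 further: score derived from kinetic fluorescence span divided by baseline fluorescence per well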
KCNQ1 act: potentiators or activators of human KCNQ1 potassium channel; P51787; 310,000 tested, 0.35% active; AID 2648; B-score at 10 µM; CHO-K1 KCNQ1, thallium flux FluxOR fluorescence; hits give high values;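 active means fluorescence ratio B-score, a plate-corrected score, at least three library SD, with initial intensity B-score within 5 SD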
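Schedule – 37 °C overnight plating, 90-min dark dye load, 20-min compound pretreatment · System – stable KCNQ1 CHO-K1 line · Probe or stimulus – thallium- and potassium-containing depolarizing buffer · Measured by – kinetic FluxOR fluorescence, 10 s baseline plus 110 s post-stimulus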
RGS4 pot: RGS4 potentiation or activation | HEK293 M3R/inducible RGS4, carbachol calcium flux Fluo4; hits give low values | B-score at 10 µM | 310,000 tested, 0.92% active | AID 463111;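 active means B-score of the integrated calcium signal more than 4 SD below the library mean, with starting fluorescence not abnormally high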;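 further: negative B-score means reduced calcium response which marks RGS4 activation or potentiation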
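Reagent: ECmax carbachol challenge; Test system: M3R-expressing HEK293 line, RGS4 induced by doxycycline; Schedule: overnight RGS4 induction, 30 min dye load 37 °C, 20 min compound RT; Detection: calcium dye Fluo4 fluorescence; Read-out: Agonist-evoked peak-minus-minimum fluorescence over baseline, integrated ratio, B score.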
HDAC3 inhib: human HDAC3 inhibition; inhibition, % at 8.3 µM; 320,000 tested, 0.15% active; O15379; recombinant HDAC3, fluorogenic peptide/trypsin coupled, fluorescence; in the data active means inhibition above about 26%, passing the limit was not always enough
Target sequence (O15379 whole entry, looked up): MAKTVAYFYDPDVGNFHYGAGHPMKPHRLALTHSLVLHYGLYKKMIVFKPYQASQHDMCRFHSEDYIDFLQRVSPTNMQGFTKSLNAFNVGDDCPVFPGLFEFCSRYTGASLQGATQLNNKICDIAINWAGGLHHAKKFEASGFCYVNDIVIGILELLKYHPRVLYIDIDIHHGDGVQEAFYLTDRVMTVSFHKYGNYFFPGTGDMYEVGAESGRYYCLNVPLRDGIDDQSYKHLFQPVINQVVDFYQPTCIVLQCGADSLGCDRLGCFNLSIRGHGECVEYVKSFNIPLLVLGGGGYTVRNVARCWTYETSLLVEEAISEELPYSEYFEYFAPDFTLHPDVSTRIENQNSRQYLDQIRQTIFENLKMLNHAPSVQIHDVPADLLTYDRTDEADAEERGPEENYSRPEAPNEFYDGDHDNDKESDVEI
RGS4 block: inhibitors of human RGS4. P49798. HEK293 M3R/RGS4 inducible, Fluo-4 calcium flux; hits give high values; triggered by carbachol at its EC20. B-score at 10 µM. 310,000 tested, 0.45% active. AID 463165;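 active means B-score, a plate-corrected calcium signal, over three deviations above library mean, with baseline fluorescence within five deviations of library mean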;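 further: RGS4 expression induced by doxycycline in cells with stable M3 receptor; B-score is computed from the integrated fluorescence ratio over baseline after carbachol; higher B-score means a larger calcium signal and so more RGS4 inhibition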
Target sequence (P49798 whole entry, looked up): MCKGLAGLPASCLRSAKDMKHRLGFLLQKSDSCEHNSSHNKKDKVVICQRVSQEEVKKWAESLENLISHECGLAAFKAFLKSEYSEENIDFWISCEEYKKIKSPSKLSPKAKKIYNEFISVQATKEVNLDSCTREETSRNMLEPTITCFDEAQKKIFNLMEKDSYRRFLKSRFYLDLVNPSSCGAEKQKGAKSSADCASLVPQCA
An asterisk follows results filed as active; i = inactive; nt = no result given; & = joins results of further samples.

SMILES	hERG rescue	KCNK3 inh	KCNK9 inh	SKKanGAS inh	TMEM16A act	KCNQ1 inh	TMEM16A inh	KCNQ1 act	RGS4 pot	HDAC3 inhib	RGS4 block
CSc1nsc(SCC(=O)N2CCCc3ccccc32)n1	-9	i	i	0	i	i	i	i	i	-5	i
CC1Cn2c(nnc2-c2cccc(Cl)c2)S1 (configuration not stated)	-8	i	i	-4	i	i	i	i	i	0	i
CCCCN(C(=O)COC(=O)COc1c(C)cc(C)cc1C)c1c(N)n(CCC)c(=O)[nH]c1=O	-14	i	i	-6	i	i	i	i	i	-1	i
COc1ccccc1C(=O)N1CCN=C1SC	-7	i	i	-6	i	i	i	i	i	-7	i
CCN1CCN(S(=O)(=O)c2ccc(C)c([N+](=O)[O-])c2)CC1	-1	i	i	6	i	i	i	i	i	-1	i
CC(C)c1ccc(CNC(=O)CCc2ccccc2)cc1	-14	i	i	9	i	i	i	i	i	8	i
CCOC(=O)c1c(-c2ccc(C)o2)csc1NC(=O)CN1CCN(CC)CC1	-5	i	i	-17	i	i	i	i	i	-5	i
CCCCCN(C(=O)CCC(=O)OCCOc1cccc(C)c1)c1c(N)n(CCCC)c(=O)[nH]c1=O	-8	i	i	1	i	i	i	i	i	8	i
Cc1ccc(S(=O)(=O)N[C@@H](CC(C)C)C(=O)N2CCC(C(=O)N[C@H](C(=O)O)C(C)C)CC2)cc1	-7	i	i	6	i	i	i	i	i	5	i
O=C(Nc1ccnn1C1CCN(Cc2ccccc2)CC1)C1CCOC1 (configuration not stated)	-11	i	i	0	i	i	i	i	i	0	i
CN(CC(=O)Nc1ccccc1Cl)C(=O)c1cccc(S(=O)(=O)N2CCN(Cc3ccccc3)CC2)c1	-22	i	i	-5	i	i	i	i	i	6	i
CCOC(=O)c1cc2n(c1N)-c1ccccc1C2=O	-14	i	i	11	i	i	i	i	i	0	i
CC(=O)O[C@H]1CC(C)(C)C(=C=C/C(C)=C/C=C/C(C)=C/C=C/C=C(C)/C=C/C=C(\C)C(=O)C[C@@]23O[C@]2(C)C[C@@H](O)CC3(C)C)[C@](C)(O)C1	-9	nt	i	17	nt	i	i	i	i	17	i
CCCOc1cccc(C(=O)NC(=S)Nc2ccccc2)c1	-2	i	i	-2	i	i	i	i	i	2	i
CCOc1ccccc1C(=O)Nc1cccc2cccnc12	-9	i	i	6	i	i	i	i	i	-7	i
CCOC(=O)C1=C(N)OC2=C(C(=O)CC(C)(C)C2)C1c1ccc(CC)s1 (configuration not stated)	-8	i	i	-8	i	i	i	i	i	21	i
CCCNC(=O)C1(CC2CC(c3ccccc3)=NO2)CCN(C(=O)OC(C)(C)C)CC1 (configuration not stated)	-8	i	i	-4	i	i	i	i	i	2	i
COc1ccc(C(=O)NCc2cc3ccccc3n2C)cc1	-2	i	i	2	i	i	i	i	i	4	i
COCC(=O)OCc1cc2cccc(C)c2[nH]c1=O	-13	i	i	-1	i	i	i	i	i	-1	i
CC1CCCCN1C(=O)Cn1cc(C(=O)c2ccco2)c2ccccc21 (configuration not stated)	-8	i	i	3	i	i	i	i	i	-6	i
S=C(c1ccc(-c2cc(Cl)ccc2Cl)o1)N1CCCCC1	-8	i	-12*	3	i	i	i	i	i	1	i
CCN(CC)C(=O)c1sc2nc(-c3cccs3)cc(-c3ccc(Cl)cc3)c2c1N	-7	i	i	14	i	i	i	i	i	7	i
O=C(CN1C(=O)C2C3C=CC(C3)C2C1=O)NCC1COc2ccccc2O1 (configuration not stated)	-7	i	i	23	i	i	i	i	i	5	i
C#CCOCCOCCOCCNc1nc(N2CCN(C(=O)CCCCCCCCCCNC(=O)[C@H](CO)n3cc(CCCSC)nn3)CC2)nc(N2CCN(C(=O)CCCCCCCCCCNC(=O)[C@H](CO)n3cc(CCCSC)nn3)CC2)n1	nt	i	nt	4	i	nt	i	nt	nt	-9	nt
CCCC12CN(C(=O)c3ccco3)CC(CCC)(CN(C(=O)c3ccco3)C1)C2=O	-7	i	i	-1	i	i	i	i	i	-5	i
COc1cc(OC)cc(C(=O)N=c2sc3ccccc3n2C)c1	-7	i	i	-5	i	i	i	i	i	-6	i
CCN(CC)S(=O)(=O)c1ccc(Cl)c(NC(=O)CCCCl)c1	-9	i	i	-7	i	i	i	i	i	0	i
COc1ccc(CN(C(=O)c2snc(C(N)=O)c2N)C(C(=O)NC2CCCC2)c2ccco2)cc1 (configuration not stated)	-10	i	i	0	i	i	i	i	i	1	i
O=C(NCCCn1ccnc1)/C(=C/c1ccco1)NC(=O)c1ccccc1	-7	i	i	-3	i	i	i	i	i	6	i
CS(=O)(=O)N(CCCC(=O)N1CCCCCC1)c1cccc(Cl)c1	-7	i	i	3	i	i	i	i	i	-4	i
CCOC(=O)C1CCCN(C(=O)c2cccc([N+](=O)[O-])c2C)C1 (configuration not stated)	-6	i	i	-6	i	i	i	i	i	1	i
COc1ccc(-n2c(-c3ccc(Cl)cc3)c[n+]3c2CCCCC3)cc1	-20	i	i	13	i	i	i	i	i	-1	i
O=C(N/N=C/c1ccc(F)cc1)c1sccc1OCc1ccc(F)cc1	-6	i	i	-7	i	i	i	i	i	2	i
O=C(/C=C/c1c(F)cccc1Cl)Nc1cccnc1	-3	i	i	-1	i	i	i	i	i	6	i
Cc1cc(C(=O)c2ccc(Cl)cc2)c(NC(=O)CCl)s1	-1	i	i	-5	i	i	i	i	i	3	i
C=CCN=c1scc(-c2ccc(F)cc2)n1/N=C/c1ccccn1	-5	i	i	-2	i	i	i	i	i	5	i
Nc1nc(-c2ccccc2)nn1S(=O)(=O)c1ccccc1	-6	i	i	-3	i	i	i	i	i	-7	i
Cc1ccc(Cc2nnc(SCC(=O)Nc3c(C)cccc3C)[nH]c2=O)cc1	-7	i	i	0	i	i	i	i	i	-3	i
CCCCn1c(N)c(N(CC(C)C)C(=O)C(C)SCc2nc3sc(C)c(C)c3c(=O)[nH]2)c(=O)[nH]c1=O (configuration not stated)	-7	i	i	0	i	i	i	i	i	8	i
CCOC(=O)N1CCN(Cc2cn[nH]c2-c2ccc(-c3ccccc3)cc2)CC1	-6	i	i	5	i	i	i	i	i	3	6.4*
CCOC(=O)C1=C(O)C(=O)N(CCCn2ccnc2)C1c1ccc(OC)cc1 (configuration not stated)	-5	nt	i	9	nt	i	i	i	i	7	i
CC1(c2nnc(Cc3ccccc3)o2)CC(c2ccccc2Br)=NO1 (configuration not stated)	-9	i	i	4	i	i	i	i	i	-2	i
CN(C)CCCCOc1ccccc1F	-10	i	i	0	i	i	i	i	i	-1	i
COc1ccc(OC)c(NC(=O)CSc2nnc(N)s2)c1	-10	i	i	9	i	i	i	i	i	-2	i
COc1ccccc1NC(=O)[C@H](COCc1ccccc1)NC(=O)OC(C)(C)C	-13	i	i	0	i	i	i	i	i	-1	i
Cc1cccc(CSC2=NN3CCCC(=O)N=C3S2)c1	-14	i	i	0	i	i	i	i	i	-2	i
Cc1ccc(Nc2nnc(SCC(=O)NCCN3C(=O)CSC3=O)s2)cc1	-6	i	i	2	i	i	i	i	i	-1	i
Cc1ccc(N(C(=O)c2csnn2)C(C(=O)NC2CCCCC2)c2cccnc2)c(C)c1 (configuration not stated)	-5	i	i	2	i	i	i	i	i	-4	i
CN1C(C(=O)NCc2ccc(OC(F)(F)F)cc2)CC2Cn3c(nc4cc5ccccc5cc43)C21 (configuration not stated)	-15	i	i	18	i	i	i	i	i	3	i
CCCc1nc(SCC(N)=O)[nH]c(=O)c1CC	-11	i	i	-2	i	i	i	i	i	2	i
Cc1ccc(NC(=O)COc2ccccc2C=O)cc1Cl	-5	i	i	-1	i	i	i	i	i	-5	i
COc1ccc(NC(=O)CN(c2ccc([N+](=O)[O-])cc2)S(=O)(=O)c2ccccc2)c(OC)c1	-8	i	i	6	i	i	i	i	i	2	i
COc1ccc(Cc2nnc(NC(=O)Nc3cccc(OC)c3)s2)cc1	-10	i	i	-11	i	i	i	i	i	-4	i
CCc1sc(C(=O)Nc2ccc(F)cc2C)cc1C	-14	i	i	0	i	i	i	i	i	0	i
CN(CC(O)CN1CCOCC1)S(=O)(=O)O (configuration not stated)	-3&-5	i	i	6&8	i	i	i	i	i	-9&5	i
COCCCNC(=O)Cn1nnc(-c2ccc(NC(=O)c3ccc(F)cc3)cc2)n1	-11	i	i	-1	i	i	i	i	i	nt	i
CCc1nc(N[C@H](C(=O)O)C(C)CC)c2oc3ccccc3c2n1 (some centres not stated)	-3	i	i	-3	i	i	i	i	i	2	i
Cc1nc(-c2nc(-c3c(C(=O)NNC(=O)Nc4ccccc4)noc3C)cs2)cs1	-7	i	i	-8	i	i	i	i	i	-2	i
Cc1nc2cc(S(=O)(=O)C(F)(F)F)ccc2s1	-6	i	i	-4	i	i	i	i	i	-3	i
Cc1ccc(NC(=O)NCCCl)cc1S(=O)(=O)N1CCOCC1	-12	i	i	-1	i	i	i	i	i	nt	i
(listing goes on)
SMILES	hERG rescue	KCNK3 inh	KCNK9 inh	SKKanGAS inh	TMEM16A act	KCNQ1 inh	TMEM16A inh	KCNQ1 act	RGS4 pot	HDAC3 inhib	RGS4 block
COc1ccc(CCCNC(=O)C2CCC(=O)N(CCCN3CCCC3=O)C2)cc1 (configuration not stated)	-3	i	i	-8	i	i	i	i	i	-1	i
CCC1CCCCN1C(=O)CCNC(=O)Cn1cnc2ccccc2c1=O (configuration not stated)	-6	i	i	13	i	i	i	i	i	0	i
Cc1cccc(OCC(=O)Nc2nnc(S(=O)(=O)N3CCC(C)CC3)s2)c1	-8	i	i	17	i	i	i	i	i	2	i
CCC(C)(C)NC(=O)c1cc([N+](=O)[O-])ccc1N1CCOCC1	-7	i	i	-1	i	i	i	i	i	nt	i
COC(=O)c1ccccc1OCCOCCOc1cccc2cccnc12	-7	i	i	-4	i	i	i	i	i	-1	i
Cc1ccccc1NC(=O)Nc1cc(S(N)(=O)=O)ccc1C	-2	i	i	22	i	i	i	i	i	-1	i
CC1=C(C(=O)OCc2ccc3c(c2)OCO3)C(c2ccc(O)c([N+](=O)[O-])c2)NC(=O)N1 (configuration not stated)	-11	i	i	12	i	i	i	i	i	-3	i
N#C/C(=C(/O)CSc1n[nH]c(N)n1)c1nc2ccccc2[nH]1	-14	i	i	-2	i	i	i	i	i	4	i
